TNAP inh Pi – inhibitors of human tissue-nonspecific alkaline phosphatase; purified TNAP, pNPP, malachite green phosphate absorbance; 21,000 tested, under 10 active; inhibition, % at 20 µM; AID 614; P05186
Target sequence (P05186 whole entry, looked up): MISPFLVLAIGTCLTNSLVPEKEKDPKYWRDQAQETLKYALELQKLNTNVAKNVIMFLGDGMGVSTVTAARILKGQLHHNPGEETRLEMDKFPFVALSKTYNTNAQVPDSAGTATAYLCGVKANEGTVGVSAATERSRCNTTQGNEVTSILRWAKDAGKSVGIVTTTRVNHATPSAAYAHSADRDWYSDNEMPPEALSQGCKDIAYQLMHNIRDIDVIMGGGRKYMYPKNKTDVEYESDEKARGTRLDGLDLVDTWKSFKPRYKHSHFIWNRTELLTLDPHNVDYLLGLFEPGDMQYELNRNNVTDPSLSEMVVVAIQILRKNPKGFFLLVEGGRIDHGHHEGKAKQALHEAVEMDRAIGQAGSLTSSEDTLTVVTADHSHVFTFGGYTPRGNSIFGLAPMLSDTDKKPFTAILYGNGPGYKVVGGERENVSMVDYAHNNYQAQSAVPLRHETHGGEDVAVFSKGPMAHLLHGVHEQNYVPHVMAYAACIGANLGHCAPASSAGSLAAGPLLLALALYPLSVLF
TNAP pNPP inh – inhibitors of human tissue-nonspecific alkaline phosphatase | inhibition, % at 20 µM | P05186 | 21,000 tested, under 10 active | purified TNAP, pNPP hydrolysis, absorbance 405 nm | AID 615;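 further: 0% = DMSO only wells and 100% = 1 mM levamisole wells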
* hit, by the source's call.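 How the source made its calls: active means inhibition above 50% at the 20 µM single-dose screen; inactive means the rest.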 Only part of the results is shown; count on the stated rates, not on these rows.

Start of the listing, in advance:
SMILES	TNAP inh Pi	TNAP pNPP inh
CC(C(=O)NC1CCCC1)N(Cc1ccco1)C(=O)c1snc(C(=O)NC2CCCC2)c1N (stereo unspecified)	10	5
C=CCNc1nnc(C)c2ccccc12	15	2
CCCn1nnc(NC(=O)c2cc(Br)cc(Br)c2OC)n1	10	6
CCn1nc(NC(=O)c2ccncc2)c2cc3ccc(C)cc3nc21	6	0

All compounds of this part (from the top)
SMILES	TNAP inh Pi	TNAP pNPP inh
CC(C(=O)NC1CCCC1)N(Cc1ccco1)C(=O)c1snc(C(=O)NC2CCCC2)c1N (stereo unspecified)	10	5
C=CCNc1nnc(C)c2ccccc12	15	2
CCCn1nnc(NC(=O)c2cc(Br)cc(Br)c2OC)n1	10	6
CCn1nc(NC(=O)c2ccncc2)c2cc3ccc(C)cc3nc21	6	0
Cn1c(=O)oc2cc(S(=O)(=O)Nc3ccc4c(c3)OCO4)ccc21	4	-1
Nc1ccc2c(c1)C(=O)N(CC1CCCO1)C2=O (stereo unspecified)	6	4
CCCCCCc1c(O)c2ccccc2[nH]c1=O	-2	6
O=C(CCS(=O)(=O)Cc1ccccc1)NCC1CCCO1 (stereo unspecified)	-4	7
CCn1c2ccccc2c2cc(NC(=O)CSc3nnc(-c4ccccc4OC)n3N)ccc21	8	3
Cc1ccnc(N2CCC(C(=O)Nc3cccc(C(F)(F)F)c3)CC2)n1	5	2
O=C(OCC(=O)N1CCN(C(=O)c2ccco2)CC1)c1cc(-c2ccccc2)nc2ccccc12	19	4
Cc1nc(NS(=O)(=O)c2ccccc2)sc1NC(=O)OC(C)C	10	5
O=C(CSc1nnc(-c2ccc(O)cc2)o1)N1CCOCC1	-19	4
COc1ccccc1OCc1nnc(SCC(=O)Nc2ccc(C)cc2)n1C	2	5
Cc1ccc2nc3c(cc(C#N)c(=O)n3CC3CCCO3)c(=O)n2c1 (stereo unspecified)	-1	-2
COc1ccc(S(=O)(=O)n2cnc3cc(C)c(C)cc32)cc1C	-23	4
Cc1cc2oc(=O)cc(CN3CCCCC3C)c2c(C)c1Cl (stereo unspecified)	-3	7
CC(=O)NC(Cc1ccccc1C)C(=O)NC1CCN(c2c3c(nc4ncnn24)CCC3)CC1 (stereo unspecified)	11	5
CCOC(=O)c1c(-c2ccncc2)csc1N	-5	1
CN1CC2(C)CN(C(c3ccccc3)c3ccccc3)CC(C)(C1)C2O (stereo unspecified)	6	2

Two compounds drawn at random from the list so far:
SMILES	TNAP inh Pi	TNAP pNPP inh
CCCn1nnc(NC(=O)c2cc(Br)cc(Br)c2OC)n1	10	6
CN1CC2(C)CN(C(c3ccccc3)c3ccccc3)CC(C)(C1)C2O (stereo unspecified)	6	2

Additional compounds:
SMILES	TNAP inh Pi	TNAP pNPP inh
COc1ccccc1C(OC(=O)c1cccs1)C(=O)NCc1ccco1 (stereo unspecified)	4	1
O=c1[nH]c(CN2CCN(C/C=C/c3ccccc3)CC2)nc2ccccc12	-1	4
O/N=C1/CCCSc2ccccc21	6	3
CC1(C)Cc2c(C#N)c(SCC(=O)c3ccccc3)nc(N3CCOCC3)c2CS1	0	0
COc1ccc(N2CCN(C(c3cc(OC)ccc3OC)c3nnnn3Cc3ccco3)CC2)cc1 (stereo unspecified)	1	-3
CCC1(CC)C(=O)N(C)C(=O)NC1=Nc1ccccc1	8	3
COC(=O)CC1=NC(=O)CS1	3	5
CC(=O)Nc1ccc(C(=O)Cn2nnc3ccccc3c2=O)cc1	4	1
CCOc1ccc2c(c1)N(C(=O)CN1C(=O)CCC1=O)C(C)(C)C=C2C	10	4
O=C(Nc1ccc(N2CCN(C(=O)c3ccco3)CC2)cc1)c1cccs1	-2	-11
COc1ccc(Cn2nnnc2C(c2ccccc2Cl)N2CCN(C3CCCC3)CC2)cc1 (stereo unspecified)	18	7
COc1ccc(S(=O)(=O)N2CCN(C(=O)c3c(C)nn(-c4ccccc4)c3Cl)CC2)cc1	3	7
CC(=O)N1CCN(c2nc(CC(C)C)c3c(c2C#N)CCC3)CC1	9	3
Cn1c(=O)c2c(nc(CN3CCN(c4ccccc4)CC3)n2Cc2c(F)cccc2Cl)n(C)c1=O	12	2
COc1ccccc1N(CC(N)=O)S(=O)(=O)c1ccc(C)cc1	2	-2
COc1cccc(C(=O)N2CCN(C3CCC(c4ccccc4)CC3)CC2)c1OC (stereo unspecified)	0	0
Cn1c(CCCCCN)nc2ccccc21	0	-10
CCOC(=O)c1ccc(S(=O)(=O)N2CCN(CC3CC=CCC3)CC2)cc1 (stereo unspecified)	0	0
CCOC(=O)c1cc(NC(=O)Nc2ccc(OC)c(OC)c2)c(C)nc1C	-14	7
Cc1cccc(OCC(=O)Nc2cc(C)c(C)cc2O)c1	10	2
CCOC(=O)CNC(=O)CSc1ncnc2c1cnn2-c1ccc(C)cc1	-2	1
CCCc1cc(=O)oc2c(CN3CCCC3)c(O)ccc12	-12	-11
Cc1cc(Cl)ccc1OCC(=O)Nc1ccccc1CO	-4	0
N#C/C=C1/NC(=O)c2ccccc2S1	8	0
Cc1cccc(NC2=NC(C)(C)N=C(N)N2)c1C	11	5
COc1nc(Nc2ccc(-c3nc4ccccc4o3)cc2)nc(N2CCOCC2)n1	12	5
CCC(=O)Oc1ccc(-c2nc(-c3cccnc3)no2)cc1	6	8
CCCOc1ccc(/C(O)=C2/C(=O)C(=O)N(CCCN3CCOCC3)C2c2ccncc2)cc1 (stereo unspecified)	7	4
c1coc(CNCC2OCCc3ccccc32)c1 (stereo unspecified)	11	4
Cc1nc2nc(Cc3ccccc3)[nH]n2c(=O)c1Cl	0	0
Cc1ccc(Cl)cc1N1CCN(CC(=O)Nc2ccc3[nH]c(=O)[nH]c3c2)CC1	0	0
C/C(=C1/SC(=S)N(CCC(=O)O)C1=O)c1ccc(O)cc1	5	-2
C=CCn1c(SCC(=O)OCc2ccccc2)nc2c1c(=O)n(C)c(=O)n2C	11	8
CCOC(=O)c1cnn(-c2ncnc3sc(CC)cc23)c1N	6	3
OCCN1CCN(c2nc(-c3ccccc3)nc3c2oc2ccccc23)CC1	0	7
Nc1nonc1-c1nc2ccccc2n1CC(=O)N1CCN(c2ccc(F)cc2)CC1	-2	0
CC1(C)Cc2c(sc3ncn4nc(-c5ccco5)nc4c23)CO1	0	0
COC(=O)c1ccccc1NC(=O)CSc1nc(-c2ccco2)cc(C(F)(F)F)n1	-1	-14
CCOC(=O)C1=CN(C)C=C(C(=O)OCC)C1c1ccsc1	10	3
Cn1c(=O)c2c(ncn2CC(=O)N2CCN(c3ccc(F)cc3)CC2)n(C)c1=O	7	2
CN1C(=O)c2ccc(NC(=O)c3c(F)c(F)c(F)c(F)c3F)cc2C1=O	10	3
CC1(C)CC(C2N3CC4(C)CN2CC(C)(C3)C4=O)CCO1 (stereo unspecified)	9	-4
Brc1ccc(NCc2nnc3n2CCCCC3)cc1	-27	-4
COc1cccc(NC(=O)N2CCCC2C(=O)NCC(C)C)c1 (stereo unspecified)	0	0
Cn1c(=O)c2c(nc(CN3CCC(C(N)=O)CC3)n2CCCc2ccccc2)n(C)c1=O	-1	-5
CC(=O)c1cccc(NC(=O)C=C(C)C)c1	-8	4
CC(=O)c1cc(F)c(N2CCN(CCC#N)CC2)cc1C	11	4
Cc1ccc(N2C(=O)c3cccc4c(N5CCN(C)CC5)ccc(c34)C2=O)c2cccnc12	0	0
CC(C)(C)OC(=O)N1CCC(C(=O)N2CCC[C@H]2C(=O)O)CC1	1	1
Cc1cccc(NC(=O)CSc2nnc(-c3ccccc3Br)o2)c1C	5	-4
Cc1ccc(NC(=O)c2cc(NC(=O)c3ccco3)ccc2N2CCCCC2)cc1	-18	5
CCCCc1nc(NCCNC(=O)c2ccco2)c(C#N)c2c1CSC(C)(C)C2	5	1
CCOC(=O)c1cccc(NC(=O)CSc2nc(N)cc(N)n2)c1	9	0
O=C(CCS(=O)(=O)c1ccc(Cl)cc1)N1CCN(S(=O)(=O)c2cccs2)CC1	11	1
Cc1c(Cl)cccc1N1C(=O)C2ON(c3ccccc3)C(c3cccnc3)C2C1=O (stereo unspecified)	-15	4
O=C(NCc1cccc(C(F)(F)F)c1)C1CCN(c2ncccn2)CC1	-15	3
O=C(Nc1ccc2oc(-c3ccncc3)nc2c1)c1c(F)c(F)c(F)c(F)c1F	12	2
Nc1cc(N)nc(SCCOc2ccccc2)n1	6	2
CCC(OC(=O)c1cc2sccc2n1C)C(=O)NCC1CCCO1 (stereo unspecified)	14	2
Cc1cc(Cl)cc(Br)c1OCCNCC(C)O (stereo unspecified)	18	3
More compounds follow.
SMILES	TNAP inh Pi	TNAP pNPP inh
COc1ccc2c(c1)c(CC(=O)O)c(C)n2C(=O)c1ccc(Cl)cc1	6	2
CN1c2ccccc2-c2nc3ccccc3n2C1c1ccncc1 (stereo unspecified)	12	0
CN(Cc1ccc(OC(F)F)cc1)C(=O)c1ccc2nccnc2c1	0	0
Cc1cc(NCCN2CCOCC2)n2ncc(-c3ccc(Cl)cc3)c2n1	7	-2
COc1ccc(-c2ccc(-c3nnc(Cc4ccc(OC)c(OC)c4)o3)cc2)cc1	8	1
COc1cccc(-c2nn(-c3ccccc3)cc2C(=O)NCC(=O)O)c1	9	5
CN1CCN(C(=O)c2cccc(S(=O)(=O)N3CCCCC3)c2)CC1	18	2
O=C(CC(c1ccccc1)c1cc(Br)ccc1O)NCc1ccco1 (stereo unspecified)	8	3
COc1ccccc1C(=O)NCc1ccc2c(c1)OCO2	3	4
O=C(COc1ccc(Cl)cc1Cl)NC1CCSC1=O (stereo unspecified)	-12	12
COc1ccc(CCNc2c(N)n(Cc3ccccc3)c(=O)[nH]c2=O)cc1OC	6	6
Cc1cc(=O)[nH]c(SCC(=O)C23CC4CC(CC(C4)C2)C3)c1C#N	6	1
O=C1c2ccccc2C(=O)N1c1ncccn1	8	2
COc1ccc(N2C(=O)CC(Sc3nccc(C)n3)C2=O)cc1 (stereo unspecified)	0	0
CC1CN(C(=O)CN2C(=O)c3ccccc3C2=O)CC(C)O1 (stereo unspecified)	12	4
CC(C)C(=O)N1CCN(CCN=CC2=C(O)CC(c3ccco3)CC2=O)CC1 (stereo unspecified)	2	0
CNc1nc2c(c(=O)[nH]c(=O)n2C)n1CCOC	8	7
C=CCn1c(COc2ccccc2)nnc1SCC(=O)NCC(=O)OCC	0	-7
CNC(=O)CN(C)S(=O)(=O)c1ccc(OC)c(Cl)c1	1	0
CCOC(=O)c1ccc(COC(=O)c2cc(=O)[nH]c3ccccc23)o1	0	0
CCCCC(CC)C(=O)NCCc1ccc(S(N)(=O)=O)cc1 (stereo unspecified)	0	-3
Cc1cccc(-c2nnc(N)s2)c1	7	4
COc1cccc(-c2csc(N3CCN(C(=O)Nc4ccccc4OC)CC3)n2)c1	6	2
CC(=O)n1nc(-c2ccccc2)nc1NCc1ccc(F)cc1	5	0
COc1ccc(C2/C(=C(/O)c3cnn(-c4ccccc4)c3C)C(=O)C(=O)N2CCN(C)C)cc1OC (stereo unspecified)	14	5
CCCc1nnc(SCc2ccc(C(=O)OC)o2)n1N	-8	4
O=c1c2ccccc2sn1-c1ccc(S(=O)(=O)N2CCCC2)cc1	-6	1
COc1ccc(-c2nnc3n2N=C(C)CS3)cc1OC	12	4
CC1=C(C(=O)Nc2ccccc2C)C(c2ccc(C)o2)C2=C(CCCC2=O)N1 (stereo unspecified)	-1	-6
CCOC(=O)CCC(NC(=O)c1cncc(O)c1)C(=O)OCC (stereo unspecified)	0	-10
COc1ccc(NC2SC(=O)N(CC(=O)O)C2=O)cc1 (stereo unspecified)	5	1
CN(C)S(=O)(=O)c1cccc(C(=O)Nc2cc(Cl)ccc2O)c1	6	2
Cc1nnc(SCC(=O)NCCc2ccccc2)[nH]c1=O	12	3
Cc1cc2nc(SCC(=O)O)nc(C)c2cc1C	4	-4
Cc1cccc(Cn2c(NCCO)nc3c2c(=O)n(C)c(=O)n3C)c1	7	-1
COc1cccc(-c2nn3c(-c4ccccn4)nnc3s2)c1	11	6
Cc1ccn2cc(C(=O)Nc3ccccc3N3CCOCC3)nc2c1	4	-2
CCCOC(=O)C1[C@H]2C(=O)N(C(C)c3ccc(OC)cc3)C[C@]23C=C[C@H]1O3 (stereo partly specified)	0	-8
COc1ccc(Cl)cc1N(CC(=O)Nc1ccccc1SC)S(C)(=O)=O	-4	12
Fc1ccccc1CSc1nnc(Cn2cnc3ccccc32)n1-c1ccccc1	11	5

Ordered by number of heavy atoms (low to high): part of the list above
SMILES	TNAP inh Pi	TNAP pNPP inh
CCC1(CC)C(=O)N(C)C(=O)NC1=Nc1ccccc1	8	3
CC(=O)c1cc(F)c(N2CCN(CCC#N)CC2)cc1C	11	4
CCC(=O)Oc1ccc(-c2nc(-c3cccnc3)no2)cc1	6	8
CN1CCN(C(=O)c2cccc(S(=O)(=O)N3CCCCC3)c2)CC1	18	2
CCOC(=O)CNC(=O)CSc1ncnc2c1cnn2-c1ccc(C)cc1	-2	1
O=C(CCS(=O)(=O)c1ccc(Cl)cc1)N1CCN(S(=O)(=O)c2cccs2)CC1	11	1
COc1ccc(N2CCN(C(c3cc(OC)ccc3OC)c3nnnn3Cc3ccco3)CC2)cc1 (stereo unspecified)	1	-3

(listing goes on)
SMILES	TNAP inh Pi	TNAP pNPP inh
COc1ccc(-c2nnc3n2-c2ccccc2SC3)cc1OC	3	4
O=C(CN1C(=O)c2ccccc2S1(=O)=O)c1ccccc1	3	2
O=C(Nc1ccc(-c2nc3ccccc3[nH]2)cc1)C1CCCO1 (stereo unspecified)	10	1
CCCOC(=O)Cn1c(=O)c2cc3c(=O)n(CC(=O)OCCC)c(=O)c3cc2c1=O	-1	-8
Cc1ccc(OCc2nnc(SCC(=O)Nc3sc(C)c(C)c3C#N)n2C)cc1	14	6
O=C(NC1CCCCC1)C1CCCN(c2nnnn2-c2ccccc2)C1 (stereo unspecified)	-2	-7
CCn1c(COc2ccc(Cl)c(C)c2)nnc1SCC(=O)N1CCCC1	-10	6
CCCC(=O)c1c(NC(C)C)cc(C)oc1=O	6	2

Screens deposited in PubChem by Sanford-Burnham Center for Chemical Genomics.
